BaF3 parental: parental Ba/F3 viability inhibition as JAK2V617F counter-screen. hit rate 1.1% among 220,000. CellTiter-Glo ATP luminescence. AID 1486. inhibition, % at 5.6 µM;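 active = inhibition above a per-campaign cutoff, the mean inhibition of all tested compounds plus 3 SD, cut at about 27% in these data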;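 note: 0% = DMSO wells and 100% = JAK Inhibitor I control wells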
S1P4 ag: activates the human S1P4 receptor; S1P4-expressing cell line, agonist reporter assay; hit rate 0.35% among 220,000; AID 1509; O95977; activation, % at 4.98 µM; in the data active = activation above about 11%;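 note: 0% = DMSO vehicle and 100% = reference agonist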
Target sequence (O95977 whole entry, looked up): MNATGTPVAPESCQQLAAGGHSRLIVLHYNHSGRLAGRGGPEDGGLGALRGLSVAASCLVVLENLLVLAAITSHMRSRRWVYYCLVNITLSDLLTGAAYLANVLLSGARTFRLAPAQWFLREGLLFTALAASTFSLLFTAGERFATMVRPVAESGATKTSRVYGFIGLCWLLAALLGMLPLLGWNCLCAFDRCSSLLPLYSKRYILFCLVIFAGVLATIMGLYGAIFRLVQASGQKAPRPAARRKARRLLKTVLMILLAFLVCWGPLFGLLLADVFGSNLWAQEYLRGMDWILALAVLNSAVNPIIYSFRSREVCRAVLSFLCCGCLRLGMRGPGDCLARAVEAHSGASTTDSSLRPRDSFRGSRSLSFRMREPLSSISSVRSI
Wee1 stabilizer: blocks degradation of human Wee1 kinase. HeLa Luc-Wee1K328M stability, luciferase luminescence; 100% = proteasome inhibitor MG132 effect. reporter increase, % at 5 µM. hit rate 1.2% among 220,000. AID 1321;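 active = activation above the mean of all tested compounds plus 3 SD, set per screening run, cut at about 8.8% in these data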;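 note: cells exposed to compound for 20 h before luminescence read; 0% = DMSO alone and 100% = MG132 at 30 µM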
Ba/F3 V617F tox: loss of viability in JAK2V617F-driven Ba/F3 cells; inhibition, % at 5.6 µM; Ba/F3 EpoR-JAK2V617F viability, ATP luminescence; hit rate 1.1% among 220,000; AID 1446;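 active = inhibition above the campaign mean plus 3 SD over all tested compounds, cut at about 24% in these data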;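 note: cytokine-independent growth of Ba/F3 cells driven by EpoR plus mutant JAK2; 0% = DMSO-treated cells and 100% = JAK inhibitor I control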
PERK inh: blocks human PERK kinase; AID 1416; CHO PERK-DD fusion, SEAP luminescence translation reporter; Q9NZJ5; hit rate 0.17% among 220,000; inhibition, % at 5.6 µM;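 active = inhibition above the mean inhibition of all tested compounds plus 3 SD, set separately per screening campaign, cut at about 2.9% in these data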;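 note: PERK kinase domain activated by AP20187 dimerizer at 100 nM; 0% = DMSO with dimerizer and 100% = rapamycin at 8.4 µM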
MDM2 E3 inh: inhibitors of human Mdm2 E3 ubiquitin ligase. cell-based MDM2 ubiquitination luciferase reporter, 2 h; 0 = plate control, 100 = twice control, blank-subtracted. signal enhancement, % at 5 µM. hit rate 0.11% among 210,000;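 active = signal enhancement of 30% or more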;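 note: luminescence tracks abundance of the self-degrading MDM2-luciferase fusion protein; higher signal means inhibition of MDM2 E3 ligase activity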
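Buffer or medium: Cells held in DMEM | Assay system: Stable mammalian line carrying autodegrading MDM2–luciferase fusion reporter | Quantity: 2000 cells/well | Times: 4 h settle plus 2 h compound, 37 °C | Doses: One concentration, 5 µM, with 0.2% DMSO | Technique: Luminescence with SteadyLite reagent, 15 min at room temperature | Benchmarks: Plate controls and plate blanks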
S1P4 antagonist: antagonists of human S1P4 receptor; S1P4-expressing cells, antagonist mode, reporter read-out; O95977; AID 1510; inhibition, % at 4.98 µM; hit rate 0.26% among 220,000; in the data active = inhibition above about 29%;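 note: 0% = wells stimulated with agonist and 100% = vehicle wells without agonist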
eIF4E-4G inh: blocks eIF4E binding to eIF4G | inhibition, % at 21.7 µM | P63073+Q04637 | TR-FRET eIF4E-eIF4GI(517-606) binding, 2 h | hit rate 0.37% among 220,000;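 active = inhibition above about 30%, limit read from the data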;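 note: 0% = full FRET control wells and 100% = background wells lacking eIF4GI fragment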
NPY2 pot ag: potentiators or agonists of human neuropeptide Y receptor Y2. P49146. cells expressing NPY-Y2, potentiator/agonist read-out. activation, % at 3.6 µM. hit rate 0.45% among 220,000. AID 1359; in the data active = activation above about 27%;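 note: cells stimulated with NPY near EC25 plus isoproterenol at EC100; 0% = vehicle plus submaximal agonist and 100% = vehicle plus saturating agonist; some results beyond the cut were filed as inactive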
Target sequence (P49146 whole entry, looked up): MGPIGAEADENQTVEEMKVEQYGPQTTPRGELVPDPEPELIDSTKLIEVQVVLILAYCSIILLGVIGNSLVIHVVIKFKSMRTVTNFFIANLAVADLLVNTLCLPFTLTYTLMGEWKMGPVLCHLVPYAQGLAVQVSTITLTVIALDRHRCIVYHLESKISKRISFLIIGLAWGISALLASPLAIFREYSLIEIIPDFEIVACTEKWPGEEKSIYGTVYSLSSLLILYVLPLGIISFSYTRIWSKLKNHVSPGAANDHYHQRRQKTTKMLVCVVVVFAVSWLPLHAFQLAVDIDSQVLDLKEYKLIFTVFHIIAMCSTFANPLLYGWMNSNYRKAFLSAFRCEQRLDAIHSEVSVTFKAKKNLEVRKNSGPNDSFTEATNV
Numbers without * were called inactive; . = not tested or not shown; [ ] = another dose, or the depositor's remark. Not all compounds are listed; the hit share may differ from the screen's.

SMILES	BaF3 parental	S1P4 ag	Wee1 stabilizer	Ba/F3 V617F tox	PERK inh	MDM2 E3 inh	S1P4 antagonist	eIF4E-4G inh	NPY2 pot ag
Cc1ccc(-n2c(O)c(C=Nc3ccc(S(=O)(=O)N(C)C)cc3)c(=O)[nH]c2=O)cc1	3	-4.1	-2	-2	1.3	-7	-20	3	1
CC(=NCc1cccnc1)c1c(O)n(-c2ccccc2C)c(=O)[nH]c1=O	3	-1.6	0	-4	1.7	-36	-3	4	-2
Cc1ccc2c(c1)N(N=O)CCC2	8	0.8	0	1	-0.7	1	-5	1[fluorescence artefact?]	-12
Cc1nc2ccccc2c(=O)n1-c1cccnc1	1	1.0	-2	-3	1.0	-17	-5	.	1
CC(=O)c1cccc(OCC(O)CN2CC=C(c3ccccc3)CC2)c1 (stereo not drawn)	6	0.1	0	6	-1.3	3	2	0	-11
Cc1c(C=O)c2ccccc2n1Cc1ccc(F)cc1	1	-0.5	-1	-3	-0.1	-9	-4	-1	-4
O=C1/C(=C/c2cc3c(cc2Cl)OCO3)N2CCC1CC2	6	1.4	-2	0	0.2	1	-11	3	14
COC(=O)c1ccc(N2C(=O)CC(N3CCC(n4c(=O)[nH]c5ccccc54)CC3)C2=O)cc1 (stereo not drawn)	-1	-2.5	-2	-1	0.7	-13	-15	9	21
COc1ccc(-n2c(Cc3cccc([N+](=O)[O-])c3)nc3ccccc3c2=O)cc1	1	-2.4	2	-4	-0.6	-5	3	14	18
O=C1C2C3CCC(O3)C2C(=O)N1CCO (stereo not drawn)	-1	-1.2	2	-3	0.8	.	-8	0	-5
O=C(O)c1ccccc1N=Nc1c(O)[nH]c(=O)[nH]c1=O	0	2.6	7	1	1.4	-18	-1	-3	1
O=c1c2ccccc2nc(-c2cccs2)n1-c1ccccc1	3	-0.5	-1	-3	0.8	7	-19	-1	-3
CCCCCn1c(=O)c(C(=O)Nc2nc(CC(=O)OCC)cs2)c(O)c2ccccc21	2	0.1	1	0	0.3	-6	-10	-1	9
O=c1[nH]c2ccccc2c(=O)n1-c1ccc(Cl)cc1Cl	7	-0.6	1	-1	0.5	-5	6	-1	0
Cc1ccc(-c2nc3ccccc3c(=O)n2-c2cc(C)ccn2)cc1	1	2.0	1	-2	0.8	14	-31	-2	-16

Another view of some results above:
Order of results: BaF3 parental	S1P4 ag	Wee1 stabilizer	Ba/F3 V617F tox	PERK inh	MDM2 E3 inh	S1P4 antagonist	eIF4E-4G inh	NPY2 pot ag
O=C1/C(=C/c2cc3c(cc2Cl)OCO3)N2CCC1CC2
 : 6	1.4	-2	0	0.2	1	-11	3	14
CC(=O)c1cccc(OCC(O)CN2CC=C(c3ccccc3)CC2)c1 (stereo not drawn)
 : 6	0.1	0	6	-1.3	3	2	0	-11

Other compounds:
SMILES	BaF3 parental	S1P4 ag	Wee1 stabilizer	Ba/F3 V617F tox	PERK inh	MDM2 E3 inh	S1P4 antagonist	eIF4E-4G inh	NPY2 pot ag
c1ccc(CC(NCc2ccco2)c2ccccc2)cc1 (stereo not drawn)	3	-1.8	-4	3	0.1	-10	-28	-1	-10
Cc1ccc(N2C(=O)NC(=O)/C(=C\c3ccc([N+](=O)[O-])o3)C2=O)cc1	0	1.5	-1	1	-0.9	-10	-23	13	-2
O=C(CN1CC(c2ccccc2)CC1=O)NCc1ccc(F)cc1 (stereo not drawn)	7	0.4	-1	-1	0.6	.	12	4	4
COCc1ccc(CN2CCCC(C(=O)c3sccc3C)C2)o1 (stereo not drawn)	4	0.5	2	1	0.4	-4	-8	3	3
CN1c2ccc([N+](=O)[O-])cc2CC2(C(=O)NC(=O)N(c3ccc(Br)cc3)C2=O)C1c1ccccc1 (stereo not drawn)	5	0.9	-1	-1	0.1	5	0	1[fluorescence artefact?]	5
O=P(/C(=N/O)N1CCCCC1)(N1CCOCC1)N1CCOCC1	5	0.7	-1	1	0.9	-25	12	4	-4
COc1ccccc1C1C([N+](=O)[O-])=C(N)Oc2c1c(=O)oc1ccccc21 (stereo not drawn)	2	-0.4	-2	-3	0.7	-12	4	2	25
CC1CC(OP(O)(=S)c2ccc(N(C)C)cc2NC(=O)c2cccs2)CC(C)(C)C1 (stereo not drawn)	-2	0.5	-2	-1	-0.4	-16	-11	13	2
COc1ccc(/C=C2\C(=O)NC(=S)N(C)C2=O)cc1C	7	1.1	0	-3	0.3	-4	-14	6	-1
c1cncc(C2CC(c3cccs3)n3ncnc3N2)c1 (stereo not drawn)	2	1.7	-3	-2	0.8	-8	-5	-6	2
CCc1cccc(CC)c1NC(=S)N1CC2CC(C1)c1cccc(=O)n1C2 (stereo not drawn)	8	-0.6	2	2	1.2	-5	-1	3	-8
O=C1CN=C(c2ccccc2F)c2cc(Cl)ccc2N1	6	-1.5	-2	1	0.1	.	-3	1	-7
c1ccc(P(c2ccccn2)c2ccccn2)cc1	7	0.2	4	2	0.7	4	-10	0	10
Nc1c(C(=O)NCc2ccco2)c2nc3ccccc3nc2n1CCN1CCCCC1	8	-0.1	1	7	0.1	-8	1	9	-4
O=P(CN1CCN(c2ccccc2)CC1)(N1CCCCC1)N1CCCCC1	0	-1.0	-4	4	-1.3	-17	4	0[fluorescence artefact?]	-14
CCNC(=O)C1OC(n2cnc3c(N)ncnc32)C(O)C1O (stereo not drawn)	-2	-0.1	2	-4	0.3	.	-21	.	-25
O=C1NC(=O)N(c2ccc3c(c2)OCO3)C(=O)/C1=C/c1cccs1	8	-1.1	-4	0	0.8	-16	-8	0	-4
Cc1ccc(S(=O)(=O)NP(=O)(Oc2ccccc2)Oc2ccccc2)cc1	4	-1.0	0	-2	-0.5	-13	-12	-4[fluorescence artefact?]	0
CN1CC(C(=O)c2ccc(Cl)cc2)C(c2ccccc2F)C1 (stereo not drawn)	6	0.2	-1	2	0.2	-6	3	-2	-11
O=C(CN1CCCCC1)Nc1ccc(Br)cc1C(=O)c1ccccc1Cl	-1	1.6	0	-3	-0.2	-6	3	2	-18
O=P(Nc1ccccc1)(Nc1ccccc1)Oc1ccc(Cl)cc1	3	-0.6	1	-1	-0.4	-17	-13	0	14
CN1C(=O)C(=Cc2cc([N+](=O)[O-])ccc2N2CCCCC2)C(=O)N(C)C1=O	-1	0.1	5	-2	0.9	-8	-3	-3	17
Cc1onc(-c2c(Cl)cccc2Cl)c1C(=O)Nc1ccc2c(C(F)(F)F)cc(=O)oc2c1	-1	1.3	-1	-2	1.5	-1	0	3	-14
Clc1cccc(C2NCCc3[nH]cnc32)c1 (stereo not drawn)	0	0.8	0	-1	1.2	-7	-8	-3	1
Cc1cc(OC(=O)CCCNC(=O)OC(C)(C)C)c2c3c(c(=O)oc2c1)CCC3	6	-1.6	0	0	0.9	-1	-6	4	-18
Cc1ccc(C2=NC(C)(C)N3C2C3c2ccc([N+](=O)[O-])cc2)cc1 (stereo not drawn)	0	1.0	-1	-1	0.7	-5	-11	-1	-1
O=C1NC(=O)N(Cc2ccccc2)C(=O)/C1=C/N1CCCc2ccccc21	1	0.2	-4	-4	0.4	-15	-17	8	5
COc1ccc(Cl)cc1NC1=NCC(C)S1 (stereo not drawn)	3	1.7	0	1	-0.2	8	-16	-17	-11
CCCSc1nc(O)c(CC)c(=O)n1C(C)CC (stereo not drawn)	-2	-1.8	-2	-4	1.4	-7	-11	8	5
C[C@@H]1C2C[C@@]34COC(=O)C3=CC=C[C@H]4[C@@]13C[C@H](c1ccoc1)O[C@@H]3O2	1	2.2	-3	-3	-0.2	.	5	3	4
COC(=O)C(O)(c1ccc(NC(=O)c2cccs2)c(C)c1)C(F)(F)F (stereo not drawn)	0	-0.1	2	6	-0.9	-80	-5	4	-26
CC1CCCCN1CC(=O)c1ccc2cc[nH]c2c1 (stereo not drawn)	5	0.3	1	-1	0.6	-13	-9	0	-6
CN(C)CC1CSCCC1(O)c1ccc(Cl)cc1 (stereo not drawn)	1	1.9	1	-3	1.6	-1	-23	1	-4
Cc1ccsc1C(=O)C1CCCN(Cc2cnc(N3CCOCC3)s2)C1 (stereo not drawn)	7	1.3	4	1	0.6	-4	1	-3	-4
COc1cccc(N2C(=O)NC(=O)/C(=C/c3ccc([N+](=O)[O-])s3)C2=O)c1	-2	-1.0	-2	2	0.0	-1	23	9	2
Cc1ccccc1NC(=O)CCl	1	1.0	-2	0	1.4	-11	12	-8	-6
O=c1[nH]c(=O)n(Cc2ccco2)c(O)c1C=NCCCn1ccnc1	5	1.7	-1	2	-0.3	-16	18	2	-10
CCCNS(=O)(=O)c1ccc(OCC(=O)N2CCN(Cc3ccc4c(c3)OCO4)CC2)cc1	7	1.3	4	1	0.6	-24	-14	2[fluorescence artefact?]	22
O=C(c1cc2ccccc2oc1=O)N1CCC2(CC1)OCCO2	9	-0.9	-1	4	-0.1	-52	9	1	5
c1ccc2[nH]c(CCNC3CCCCC3)nc2c1	1	-1.0	-2	49*	0.1	-14	7	21[fluorescence artefact?]	2
COC(=O)c1c(C)[nH]c(C(=O)C(C)[N+]23CCN(CC2)CC3)c1C (stereo not drawn)	-1	-0.5	-1	1	0.8	-18	-10	13	0
O=C1NC(=O)N(Cc2ccccc2)C(=O)/C1=C\c1ccco1	7	0.3	3	4	0.2	8	15	2	-2
CC(C)CCNC(=O)CN1C(=O)CN=C(c2ccccc2)c2ccccc21	-4	-0.3	0	-1	0.4	.	-5	-3	14
N=C(N)c1c(O)n(C2CCCCC2)c(=O)n(C2CCCCC2)c1=O	2	0.4	0	-1	-0.5	5	17	8	31*
O=c1[nH]c(=O)n(Cc2ccccc2)c(O)c1/C=N/Nc1c(F)c(F)c(F)c(F)c1F	-3	0.2	-1	-1	1.4	-10	-8	-3	1
CN(C)C=C1C(=O)N(C2CCCCC2)C(=O)N(C2CCCCC2)C1=O	10	2.0	0	3	0.2	2	-6	4	2
CCn1c(O)c(C=NCCc2c[nH]c3ccccc23)c(=O)[nH]c1=O	7	-0.8	-1	0	0.3	-12	-2	-15[fluorescence artefact?]	-8
O=c1c2ccccc2nc(-c2ccoc2)n1-c1ccccc1	2	0.7	6	-3	-0.3	-16	-14	-2	-12
COc1ccc(-c2n(-c3ccccn3)c3ccccc3[n+]2-c2ccccn2)cc1	-5	0.1	0	3	-0.7	.	33*	-5	-2
CCC(C#N)(CC)P(=S)(c1ccccc1)c1ccccc1	8	6.5	-1	1	0.0	-12	-19	6	-4
O=C(CN1CC(c2ccccc2)CC1=O)Nc1cccc(F)c1 (stereo not drawn)	7	-0.5	-1	3	0.3	.	6	-1	-1
CC1CCCC(NC(=O)COC(=O)Cc2ccccc2)C1C (stereo not drawn)	4	-0.8	4	1	1.4	-8	-3	-3[fluorescence artefact?]	-1
O=c1[nH]c(=O)n(Cc2ccccc2)c(O)c1C=Nc1ccc(CN2CCOCC2)cc1	4	-0.1	2	2	0.0	-17	-16	-2[fluorescence artefact?]	7
CC(C)[N+](C)(CCC(C(N)=O)(c1ccccc1)c1ccccc1)C(C)C	-4	-0.2	-2	-6	2.2	.	5	6	7

Screens from PubChem BioAssay.
